Assay outcomes deposited in PubChem by several laboratories.
HePTP inh: inhibitors of human HePTP phosphatase | P35236 | recombinant HePTP phosphatase activity, OD absorbance | inhibition, % at 20 µM | hit rate 0.64% among 110,000 | AID 521; in the data active means inhibition above about 50%;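 further: plate controls were vehicle for no effect and reference inhibitor for full effect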
Target sequence (P35236 whole entry, looked up): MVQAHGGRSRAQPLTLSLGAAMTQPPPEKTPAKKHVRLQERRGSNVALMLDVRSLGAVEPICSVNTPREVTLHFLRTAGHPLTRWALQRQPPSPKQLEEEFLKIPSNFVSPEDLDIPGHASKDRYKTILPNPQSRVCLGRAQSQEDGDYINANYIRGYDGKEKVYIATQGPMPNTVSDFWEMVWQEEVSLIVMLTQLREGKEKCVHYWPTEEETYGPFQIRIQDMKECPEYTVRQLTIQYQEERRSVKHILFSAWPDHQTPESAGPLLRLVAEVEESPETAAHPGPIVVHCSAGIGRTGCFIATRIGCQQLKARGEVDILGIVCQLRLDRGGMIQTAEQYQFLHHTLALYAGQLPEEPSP
BAP1 block: blocks human BAP1 ubiquitin-AMC hydrolysis; AID 436; activity remaining (% of control), % at 20 µM; recombinant BAP1, Ub-AMC hydrolysis fluorescence kinetic; hits give low values; hit rate 0.48% among 72,000; Q92560;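 active means activity remaining at or below 50% of control, provided the compound also passes the data quality filters; inactive means the rest, including low values that fail the filters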;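 further: 100% = DMSO wells rate and 0% = substrate alone blank rate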
Active calls of the source: *; . = not tested or not shown; & = joins results of further samples.

#	SMILES	HePTP inh	BAP1 block
1	O=C(CSc1ncnc2c1oc1ccccc12)Nc1cccc(C(F)(F)F)c1	1	77
2	Cc1ccc(NC(=O)CC2CS(=O)(=O)CC2CC(=O)Nc2ccc(C)c(C)c2)cc1C (stereo not drawn)	12	.
3	COc1ccc(NC(=O)COc2cccc(C)c2C)cc1	1	.
4	Cc1ccc(N(CC(=O)Nc2ccc(F)cc2)S(=O)(=O)N2CCCC2)cc1	.	158
5	O=C(Cn1nnc(-c2ccc(F)cc2)n1)N/N=C/c1ccc(-c2ccc3c(c2)COC3=O)o1	10	.
6	C/C=C(\C)c1nnc(NC(=O)C(C)C)s1	9	76
7	O=C(O)CCC(=O)N1CCc2cc(S(=O)(=O)N3CCN(c4ccc(F)cc4)CC3)ccc21	.	100
8	COc1ccc(NS(=O)(=O)c2cc(C)ccc2NC(=O)c2cc(C)oc2C)cc1	4	71
9	O=C(CCOc1ccccc1)Nc1cccc([N+](=O)[O-])c1	92*	.
10	C#CCOC(=O)c1ccccc1C(=O)OCC#C	7	96
11	CC1=C(C(=O)Nc2cccc(C)c2C)C(c2ccccc2Cl)NC(=O)N1 (stereo not drawn)	.	112
12	COc1cc(C2c3c(-c4cc(Cl)c(C)cc4O)n[nH]c3C(=O)N2Cc2cccnc2)ccc1O (stereo not drawn)	9	100
13	O=C(COc1ccc2c3c(c(=O)oc2c1)CCC3)c1ccc2c(c1)OCO2	6	103
14	O=S(=O)(NCc1ccccc1)c1ccc(S(=O)(=O)N2CCCCC2)cc1	5	78
15	COc1ccc(OC)c(NC2=C(Cl)C(=O)N(c3ccc(Br)cc3)C2=O)c1	-8	.
16	CCOC(=O)C1CCN(C(=O)c2ccccc2N(C)S(C)(=O)=O)CC1	6	53
17	CCOc1ccc(-c2nn(-c3ccccc3)cc2C2C(C(=O)OC)=C(C)NC(C)=C2C(=O)OC)cc1[N+](=O)[O-]	7	.
18	COC(=O)c1ccc(Cl)c(NC(=O)NC2CCCCC2)c1	5	90
19	O=C(Nc1ccc(-c2noc(CCc3ccccc3)n2)cc1)c1ccco1	3	.
20	O=C(CSc1n[nH]c(-c2ccccc2)n1)c1ccc(Cl)cc1	-17	.
21	Cc1onc(-c2ccccc2Cl)c1C(=O)Nc1ccc(-n2nncc2C(C)(C)C)cc1	12	96
22	O=C1c2ccc([N+](=O)[O-])cc2C(=O)N1c1nccs1	4	.
23	Cc1cc(C)c(NC(=O)CC#N)c(C)c1	1	.
24	C/C(=N/NC(=O)COc1cccc(Cl)c1)c1ccccc1O	-7	.
25	O=S(=O)(c1cccc2cccnc12)N1CCN(c2ccccc2)CC1	7	.

Remaining list, next part:
#	SMILES	HePTP inh	BAP1 block
26	CC(C)OC(=O)CN1CCN(C2c3ccccc3-c3ccccc32)CC1	12	109
27	CC1CCCN(c2nc3ccccc3nc2C(C#N)S(=O)(=O)c2ccccc2)C1 (stereo not drawn)	5	.
28	Cc1onc(-c2ccccc2)c1C(=O)Nc1nc(-c2cc(F)ccc2F)cs1	3	147
29	CCN(CC)C(=O)c1ccccc1NC(=O)c1ccccc1F	5	79
30	CC(C)CN(CC(C)C)S(=O)(=O)N1CCC(C(=O)NCc2cccs2)CC1	-3	97
31	CCC(C)C(NCc1cccc(C)c1)C(=O)O (stereo not drawn)	9	131
32	Cn1cccc1Cc1nnc(SCC(=O)N2CCCc3ccccc32)n1-c1ccc(F)cc1	0	88
33	O=C(c1ccccc1[N+](=O)[O-])N(Cc1ccccc1)Cc1ccccc1	-3	.
34	O=S1(=O)CCN2C=C(Br)C=C(Br)C2=N1	12	.
35	COc1ccc(OC)c(C2NC(=O)NC(C)=C2C(=O)Nc2ccc(C)c(Cl)c2)c1 (stereo not drawn)	3	.
36	O=C1C2ON(c3ccccc3)C(c3ccncc3)C2C(=O)N1c1ccc(Br)cc1 (stereo not drawn)	9	148
37	COc1cccc(NC(=O)c2cc3ccccc3cc2OC)c1	-3	.
38	CC(=O)OC1(C(=O)O)C2CC3CC(C2)CC1C3 (stereo not drawn)	-7	.
39	COc1cc2c(cc1OC)C(c1ccncc1)CC(=O)N2 (stereo not drawn)	1	107
40	C/C(=N\NC(=O)c1cc(C2CC2)[nH]n1)c1cccc([N+](=O)[O-])c1	1	.
41	CC1=C(C(=O)OCC(C)C)C(c2ccc(N(C)C)cc2)NC(=O)N1 (stereo not drawn)	.	131
42	COC(=O)c1cc(NS(=O)(=O)c2ccc(OC)c(OC)c2)ccc1Cl	-2	72
43	O=C(/C=C/c1cccc([N+](=O)[O-])c1)Nc1ccc(-c2nc3ccccc3o2)cc1	1	.
44	CC(C)n1c(NCc2ccc(N(C)C)cc2)nc2ccccc21	.	120
45	O=c1oc2cc(OCc3ccc(Cl)cc3Cl)ccc2c2c1CCC2	2	.
46	NN1C(=O)/C(=C\c2ccc([N+](=O)[O-])cc2)SC1=S	-14	.
47	COCCN1C(=O)/C(=C/c2ccccc2)SC1=S	-7	.
48	CC(C)CNC(=O)C1CC(=O)OC12CCCCC2 (stereo not drawn)	4	52
49	N#C/C(=C/c1ccsc1)C(=O)Nc1cccc(Br)c1	1	.
50	Cc1ccc(-c2cc(C(F)F)n3ncc(C(=O)NCc4ccco4)c3n2)cc1	14	.

Continuation:
#	SMILES	HePTP inh	BAP1 block
51	COc1ccc(CCN2C(=O)CC(N3CCN(S(=O)(=O)c4ccccc4)CC3)C2=O)cc1 (stereo not drawn)	7	99
52	Cc1cc(/C=N/n2cnnc2)c(C)n1-c1ccc2c(c1)OCO2	-8	70
53	CCOc1ccc(-c2cc(C(=O)N/N=C/C=C/c3ccccc3)[nH]n2)cc1	0	.
54	COc1ccc(NC(=O)CSc2nc3ccccc3c(=O)n2CCNC(C)=O)cc1	10	125
55	NC(=O)CCc1c[nH]c2ccccc12	-3	105
56	CCC(=O)Nc1ccc(S(=O)(=O)Nc2onc(C)c2C)cc1	.	64
57	O=C(Nc1ccc(N2CCOCC2)c(Cl)c1)c1c(F)c(F)c(F)c(F)c1F	11	116
58	CC(C)CCOC(=O)c1ccc2c3c(onc13)-c1ccccc1C2=O	0	.
59	O=c1oc2cc(O)ccc2cc1-c1ccc(F)cc1	-10	.
60	Cc1ccc(C2CC(=O)NC(SCC(=O)OCc3ccccc3)=C2C#N)o1 (stereo not drawn)	-4	53
61	C=CCn1c(SCCCCCC)nc(O)cc1=O	.	43*
62	CCCCN(C)C(=O)c1coc(=O)c2ccccc12	0	88
63	CCOc1ccc(C(=O)Nc2ccc3oc(-c4cccc(C)c4)nc3c2)cc1	8	76
64	COc1ccc(/C=N/N=C(\N)c2nonc2N)c(OC)c1	-15	.
65	Cc1sc(NC(=O)Cc2ccccc2)nc1-c1ccccc1	8	.
66	CC1(C)CC(=O)C=C(NCC(=O)O)C1	5	110&66
67	Cc1ccccc1NC(=O)Nc1cccs1	-2	101
68	COc1ccc(/C=C(\NC(=O)c2ccc(Cl)cc2)C(=O)NCCCN2CCOCC2)cc1OC	6	.
69	CCN(CC)CCCNC(=O)c1c(O)c2c([nH]c1=O)CCCC2	5	91
70	CCc1ccc2c(CN3CCc4ccccc43)cc(=O)oc2c1	1	.
71	COc1cc(/C=C2\Sc3ccccc3C2=O)cc(OC)c1O	10	.
72	c1ccc(-c2cn3c4c(sc3n2)CCCC4)cc1	-2&1	89
73	CC(NC(=O)c1ccccc1)C1CC2CCC1C2 (stereo not drawn)	.	78
74	COC(=O)c1ccccc1NC(=O)CN1C(=O)CSC1=O	-2	84
75	COC(=O)CCN1C(=O)/C(=C\C=C\c2ccccc2)SC1=S	-17	.

Following part
#	SMILES	HePTP inh	BAP1 block
76	Cc1nnc(Nc2ccc3c(c2)OCO3)c2ccccc12	12	92
77	c1cc(C(c2nnnn2C2CCCCC2)N2CCN3CCCC3C2)ccn1 (stereo not drawn)	5	101
78	CNCc1cc2ccc(C)cc2[nH]c1=O	-1	79
79	C=CCn1c(CCCO)nc2ccccc21	-22	.
80	COc1cc(-c2nnc3sc(C4CCCCC4)nn23)cc(OC)c1OC	8	98
81	O=C(O)c1ccc(S(=O)(=O)NC2CCCCC2)cc1	-10	105
82	N#CC12CCCCC1CC1CCCCC1(C#N)N2Cc1cccnc1 (stereo not drawn)	10	137
83	CCOc1ccc(-c2nnc(-c3snc(-c4ccc(F)cc4)c3N=CN(C)C)o2)cc1	-6	.
84	COC(=O)c1ccc(Oc2c(C)oc3cc(O)ccc3c2=O)cc1	.	171
85	CCCCn1c(SCC(=O)c2cc(OC)ccc2OC)nc2cc(S(N)(=O)=O)ccc21	1	.
86	COc1ccc(NC(=O)c2ccc3c(c2)C(=O)N(Cc2cccnc2)C3=O)c(OC)c1	4	168
87	COc1ccccc1C(=O)Nc1cc(Cl)ccc1O	6	53
88	Cc1cc(OCC(O)CN2CCN(CCO)CC2)ccc1C(C)C (stereo not drawn)	5	103
89	O=C(COc1ccccc1)N1CCN(c2ccccn2)CC1	-4	.
90	COc1ccccc1NC(=O)CSc1nc2nc(C)cc(C)c2c(=O)[nH]1	-10	88
91	CCCCN(C)CCCNC(=O)c1ccc(N2CCCC2=O)cc1	4	90
92	CCCC(=O)Nc1ccc(NC(=O)c2ccc(OC)c(Br)c2)cc1	9	.
93	COc1ccc(C(=O)NC(OCc2ccccc2)C(Cl)(Cl)Cl)cc1OC (stereo not drawn)	1	.
94	COCCCNC(=O)COc1cccc2ccccc12	1	.
95	COc1ccc(-c2nnc(SCCOc3cccc(C)c3)n2N)cc1	-1	95
96	O=C(NCC1(c2ccccc2)CCOCC1)c1cccc(Br)c1	-10	.
97	Cc1noc(C)c1COC(=O)c1ccc(-c2nc3ccccc3s2)s1	8	.
98	COc1ccc(N/C(C)=C2/C(=O)C(=O)N(CCO)C2c2ccc(Br)cc2)cc1 (stereo not drawn)	2	82
99	N/C(=N\OC(=O)c1ccc(Br)cc1)c1cccc([N+](=O)[O-])c1	-17	.
100	Cc1cc(C)cc(CSc2nnc(C)c(=O)[nH]2)c1	3	52

Remaining list, next part
#	SMILES	HePTP inh	BAP1 block
101	COCCNC(=O)C1CC(=O)N(C2CCCC2)C1 (stereo not drawn)	3	127
102	Cc1cc(C)c2sc(NC(=O)c3cccc(Cl)c3)nc2c1	10	.
103	COC(=O)CSc1nnc([C@H](CC(C)C)NC(=O)OC(C)(C)C)o1	5	77
104	COc1ccc(CCn2c(C)cc(C(=O)CSc3nnnn3-c3ccccc3)c2C)cc1OC	6	56
105	Cc1ccc(NC(=O)c2cccc3ccccc23)c([N+](=O)[O-])c1	7	.
106	COc1ccc(CCNC(=O)N2C(=O)C=CC2=O)cc1OC	-14	.
107	CC(=O)Nc1ccc(S(=O)(=O)/N=C2\SCCN2S(=O)(=O)c2ccc(NC(C)=O)cc2)cc1	7	108
108	Cc1cccc([N+](=O)[O-])c1N=Cc1ccc(N(C)C)cc1	2	.
109	O=C(N/N=C\c1cc(Br)ccc1O)c1cnccn1	10	.
110	O=C(/C=C/c1ccc(OC2CSC2)cc1)c1ccc2c(c1)OCCO2	-8	.
111	O=C(Nc1cccc(-c2nc3ccccc3o2)c1)C1CCCCC1	.	80
112	O=[N+]([O-])c1cc(C2N(Cc3ccccc3)CCN2Cc2ccccc2)ccc1Cl	.	58
113	COC(=O)c1ccccc1NC(=O)Cn1cnc2ccc(S(=O)(=O)N3CCC(C)CC3)cc2c1=O	-2	171
114	Oc1ccc(Cl)cc1/C=N/Nc1cc(N2CCCC2)nc(N2CCCC2)n1	7	.
115	Cc1ccc2nc(NC(=O)C3CCCN(S(=O)(=O)c4cccc5nonc45)C3)sc2c1 (stereo not drawn)	12	.
116	Cc1cc(C)nc(SC(C)C(=O)O)n1 (stereo not drawn)	8	104
117	CC(CS(=O)(=O)c1cccc2cccnc12)N1CCCCC1 (stereo not drawn)	1	113
118	COc1ccc(OCC(O)Cn2c(N3CCCCCC3)nc3c2c(=O)[nH]c(=O)n3C)cc1 (stereo not drawn)	.	97
119	COc1ccc(CCN=CC2=C(O)CC(C)(C)CC2=O)cc1OC	8	.
120	O=C(O)C1Cc2ccccc2CN1C(=O)c1ccccc1 (stereo not drawn)	.	99
121	CCOC(=O)c1ccc(NC(=O)CCc2nc(-c3ccccc3)no2)cc1	-7	95
122	Cc1ccc(C(c2sc3nc(C)nn3c2O)N2CCN(c3ccc(F)cc3)CC2)cc1 (stereo not drawn)	6	97
123	O=C(N/N=C/c1ccc(Sc2nnnn2-c2ccccc2)o1)c1ccccc1O	6	.
